CCT modulator: modulators of cytosolic chaperonin (CCT/TRiC) activity | purified chaperonin ATPase assay, HTRF ADP detection, 30 min | activity change, % (test concentration not listed), hits read low | actives 0.3% (n = 360,000) | AID 651819; in the data active = activity change below about -30%; note: % is set by controls: 0 for no effect and ±100 for the full control effect
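ATPase activity: ADP formed was measured by HTRF Transcreener (665/615 nm ratio) after 30 min at 37 deg C with 10 uM ATP. Compounds screened at one 76 uM concentration against 40 or 20 nM TRiC in Tris pH 7.4/KCl/MgCl2/DTT buffer.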
Nrf2 inh: blocks Nrf2 signaling | Potency, µM (series often up to 46 µM), for inactives: top-dose activity change, negative = inhibition, usual class: inhibitors | actives 2.1% (n = 360,000) | A549 ARE-Fluc reporter, luciferase luminescence, 18-24 h; note: potency is the fitted concentration of half-maximal effect; % is set by controls: 0 for no effect and ±100 for the full control effect; nearly all actives have a fitted effect of over 60% in size
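In this cell-based qHTS, ARE-driven firefly luciferase in A549 cells reports Nrf2 activity; the luminescent signal after BugLite lysis is the measured value, with a prior CellTiter-Fluor read for cell health.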
Nrf2 ARE act: activators of Nrf2 (ARE) signaling. AREc32 ARE-luciferase reporter (MCF7-derived line), luminescence, 24 h. Potency, µM (top dose mostly 46.1 µM), for inactives: at the highest dose activation, usual class: activators. actives 0.31% (n = 410,000). AID 624171; note: potency is the fitted concentration of half-maximal effect; % of control where 0% means no effect; nearly all actives have a fitted effect of over 65% in size
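Quantitative high-throughput format: AREc32 reporter cells, 1000 per well, received compound by pin transfer and were incubated 24 hr at 37 deg C, 5% CO2, before Steady-Glo luminescence detection.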
TGFb SMAD3 inh: blocks TGF-b signaling | HepG2 CAGA-GFP TGF-b/SMAD3 reporter, GFP fluorescence, 18 h; TGF-beta stimulated, 500 pg/mL final | Potency, µM (titrated, usually from 46.1 µM), for inactives: top-dose activity, negative = inhibition, actives largely listed as inhibitors | actives 1.2% (n = 410,000); note: potency is the fitted concentration of half-maximal effect; % is set by controls: 0 for no effect and ±100 for the full control effect; nearly all actives have a fitted effect of over 65% in size
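Cell-based qHTS in HEPG2 carrying a CAGA-GFP Smad reporter; compounds added before 500 pg/mL final TGF-beta, 18 h incubation at 37 degrees C, GFP fluorescence quantified per cell by imaging cytometry.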
pAkt inh: inhibitors of Akt phosphorylation. Neuro2A IGF-stimulated pAkt S473 HTRF, 20 min; active compounds read low. activity change, % for hits at 50 µM. actives 0.32% (n = 360,000). AID 651550; in the data active = activity change below about -80%; inconclusive = mostly about -51% to -80%; note: % is set by controls: 0 for no effect and ±100 for the full control effect
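Neuro2A cells in DMEM with 0.5% FBS, overnight at 37 deg C, given compound at single 50 µM final, then IGF (6 nM final) for 20 min at 37 deg C. Lysed; phospho-Akt Ser473 by HTRF after 24 h, 665/615 ratio.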
MmCpn inh: inhibitors of Methanococcus maripaludis chaperonin (MmCpn) | actives 0.031% (n = 330,000) | purified Mm-Cpn ATPase, ADP Transcreener TR-FRET | Potency, µM (series often up to 76.9 µM), for the others: at the top dose activity, negative = inhibition, actives largely listed as inhibitors; note: potency is the fitted concentration of half-maximal effect; % is set by controls: 0 for no effect and ±100 for the full control effect; nearly all actives have a fitted effect of over 80% in size
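TR-FRET (320 nm excitation; 590 and 665 nm emission) reports ADP made from 10 uM ATP by 25 nM enzyme; compounds were preincubated 10 min, reaction run 30 min, both at 37°C.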
ATXN viability: cell viability loss in ATXN counter-screen. S2 cells (HEK-293 line with an ATXN2-luciferase reporter) viability, CellTiter-Fluor protease fluorescence, 24 h. Potency, µM (highest dose often 56.7 µM), actives largely listed as cytotoxic. actives 0.49% (n = 400,000). AID 651635; note: potency is the fitted concentration of half-maximal effect; nearly all actives have a fitted effect of over 40% in size
A549 tox: A549 cytotoxicity, counter-screen for Nrf2 inhibitors | A549 ARE-Fluc cells, CellTiter-Fluor viability, 18-24 h | Potency, µM (titrated, usually from 46 µM), inactives show top-dose activity change, negative = cytotoxicity, most hits filed as inhibitors | actives 0.16% (n = 390,000) | AID 504648; note: potency is the fitted concentration of half-maximal effect; % is set by controls: 0 for no effect and ±100 for the full control effect
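Cytotoxicity counterscreen: CellTiter-Fluor fluorescence was measured in A549 ARE_Fluc cells after 18-24 h of compound exposure in a concentration series. The subsequent BugLite luminescent read reports ARE-luciferase activity.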
HepG2 viability: HepG2 cytotoxicity, counter-screen for TGF-b inhibitors. actives 0.76% (n = 410,000). AID 588856. HepG2 CAGA-GFP viability, ATP luminescence, 18 h. Potency, µM (doses to about 46.1 µM), for inactives: top-dose activity change, negative = cytotoxicity, actives largely listed as cytotoxic; note: potency is the fitted concentration of half-maximal effect; some results filed as inactive show a strong effect at the top dose
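HepG2 CAGA-GFP cells (1000/well, DMEM with 1% FBS) received compound, then TGF-beta at 500 pg/mL final, and were incubated 18 hours at 37 degrees C. Viability was read by CellTiter-Glo luminescence. Media-only wells were set as complete cell-killing and DMSO as no toxicity.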
Numbers without * were called inactive; i = inactive; ? = inconclusive; . = not tested or not shown; & = joins results of further samples; [ ] = another dose, or the depositor's remark. Unless noted, calls come from the whole dose curve; as a rule, active = well fitted curve in the direction sought with a large enough effect; inconclusive = small, poorly fitted or top-dose-only effect, or another doubt; inactive = no such curve, though single readings can be large; an effect the other way counts as inactive or inconclusive.

Value order – TGFb SMAD3 inh | Nrf2 ARE act | CCT modulator | HepG2 viability | Nrf2 inh | A549 tox | ATXN viability | pAkt inh | MmCpn inh
Cc1ccc2c(=O)c(C(=O)c3ccccc3)cn(CC(=O)Nc3ccccc3C)c2n1
    -2.6% | -0.7% | . | -0.8% | 10.8% | -2.2% | i | . | .
CCOC(=O)C1=C2c3ccc4ccccc4c3CC(C)(C)N2C(=O)C1=O
    10.0% | 2.2% | -3.1 | 1.4% | -9.3% | -4.6% | i | i | -3.1%[15.4 µM]
COc1cc(NC(=O)CCn2cnc3ccccc3c2=O)cc(OC)c1
    2.1% | 3.1% | . | -1.3% | . | -0.1% | i | . | .
COc1cc(NC(=O)c2ccc(=O)[nH]n2)cc(OC)c1OC
    5.0% | 2.7% | 0.7 | -19.5% | 1.4% | 1.7% | ? | i | -3.1%
COc1ccc(OCc2nc3ccccc3[nH]2)cc1
    -2.0% | -0.4% | -4.8 | -44.8% | ? | -4.0% | i | i | 1.8%
COc1ccc(/C=C2\N=C(C)N(c3ccc(C(=O)O)cc3)C2=O)cc1OC
    17.8% | -1.1% | -0.8 | -5.0% | 5.1% | -0.4% | ? | i | -2.1%
COc1cc(/C=C2\C(=O)N(c3cccc(C(=O)O)c3)N=C2C)ccc1OCc1ccccc1
    1.9% | 4.8% | 1.1 | -4.9% | . | . | i | i | .
Cc1ccc(C)c(S(=O)(=O)N2CCCC2CNC(=O)C(=O)NC2CC2)c1 (centres undefined)
    -9.6% | 0.1% | 0.0 | 0.6% | 12.2% | -0.7% | i | i | 1.1%
COc1ccccc1C/C(N)=N/OC(=O)COc1cccc(C)c1C
    11.8% | -0.6% | 0.3 | -13.1% | 0.5% | 2.4% | i | i | 2.7%
O=C(NCCCc1nc2ccccc2n1Cc1cccc(Cl)c1)C1CCCCC1
    ? | 5.2% | . | -38.7% | -13.9% | -5.2% | . | . | .
CCOC(=O)c1nn(-c2ccccc2)c(C#N)c1N
    13.1% | -0.4% | -2.0 | -10.6% | ? | 3.2% | i | i | -6.7%
COc1cc(Cl)c(C)cc1NC(=O)Cc1ccc(OC)c(OC)c1
    2.3% | -0.7% | 1.1 | -21.8% | ? | -8.6% | i | i | 1.0%
CCOC(=O)C(=NC1CCS(=O)(=O)C1)NNc1ccccc1Cl (centres undefined)
    -28.1% | -0.1% | -3.6 | -7.7% | 8.9% | -0.6% | i | i | -0.7%
Cc1ccc(S(=O)(=O)N2CCN(C(=O)c3cc(C4CC4)nc4c3cnn4C(C)C)CC2)cc1
    ? | -1.2% | -0.9 | -31.2% | ? | 5.5% | . | i | 2.5%
CCOc1ccc(NC(=S)N2CCN(S(C)(=O)=O)CC2)cc1
    -28.1% | -0.7% | -0.4 | -2.5% | 3.9% | 0.0% | i | i | 1.2%
CCOc1ccc(NC(=O)c2cc3cc(C)ccc3n2C)cc1
    13.6% | 1.2% | . | -73.4% | -1.8% | -0.4% | ? | . | .
COc1ccc(C(C)(NC(C)=O)c2nc(-c3cccc4cccnc34)cs2)cc1 (centres undefined)
    -3.1% | 6.6% | -2.2 | -20.0% | . | . | i | i | .
COc1ccccc1C1CC(c2ccc(Cl)cc2)Nc2nc(N)nn21 (centres undefined)
    -6.3% | 0.8% | -1.3 | -16.7% | -24.4% | -2.1% | i | i | 0.2%
Cc1c(NS(=O)(=O)c2cccc(C(=O)NCc3ccccc3)c2)c(=O)n(-c2ccccc2)n1C
    17.9% | 0.0% | -1.9 | -4.5% | 14.2% | 3.2% | i | i | 0.8%
CCC(c1nnnn1-c1ccc2c(c1)OCCO2)N1CCc2ccccc2C1 (centres undefined)
    . | -0.7% | -0.2 | . | . | . | ? | i | .

The closing 5 entries of the part above come first, to join the parts.
Value order – TGFb SMAD3 inh | Nrf2 ARE act | CCT modulator | HepG2 viability | Nrf2 inh | A549 tox | ATXN viability | pAkt inh | MmCpn inh
CCOc1ccc(NC(=O)c2cc3cc(C)ccc3n2C)cc1
    13.6% | 1.2% | . | -73.4% | -1.8% | -0.4% | ? | . | .
COc1ccc(C(C)(NC(C)=O)c2nc(-c3cccc4cccnc34)cs2)cc1 (centres undefined)
    -3.1% | 6.6% | -2.2 | -20.0% | . | . | i | i | .
COc1ccccc1C1CC(c2ccc(Cl)cc2)Nc2nc(N)nn21 (centres undefined)
    -6.3% | 0.8% | -1.3 | -16.7% | -24.4% | -2.1% | i | i | 0.2%
Cc1c(NS(=O)(=O)c2cccc(C(=O)NCc3ccccc3)c2)c(=O)n(-c2ccccc2)n1C
    17.9% | 0.0% | -1.9 | -4.5% | 14.2% | 3.2% | i | i | 0.8%
CCC(c1nnnn1-c1ccc2c(c1)OCCO2)N1CCc2ccccc2C1 (centres undefined)
    . | -0.7% | -0.2 | . | . | . | ? | i | .
CCCN(CC(=O)Nc1ccccc1C)C(=O)c1ccc(N2CCOCC2)c([N+](=O)[O-])c1
    -6.6% | -0.5% | 0.5 | -9.9% | -10.7% | -10.5% | i | i | 0.3%
CCOC(=O)C1CCN(C(=S)NC(=O)c2cccs2)CC1
    18.1% | 1.5% | -0.4 | 15.9% | ? | 0.1% | i | i | 1.9%
Cc1c(Cl)cccc1NC(=O)C(=O)NCCc1csc2nc(-c3ccccc3F)nn12
    -5.9% | 5.4% | . | -22.6% | . | ? | i | . | .
O=C(O)CCn1cnc2onc(-c3cc(F)cc(F)c3)c2c1=O
    ? | 0.1% | . | -2.0% | -11.2% | -2.8% | i | . | .
COc1cccc(OC)c1C(=O)Nc1nnc(-c2ccc(F)cc2)s1
    ? | -0.1% | -4.1 | -10.3% | 11.9% | -0.2% | i | i | -4.7%
Cc1nc(SCc2nc3c(F)cccc3[nH]2)c2oc3ccccc3c2n1
    18.9% | 3.2% | . | 15.6% | -25.9% | -1.6% | i | . | -1.6%
COc1cccc(-c2ccc(CN3C(C(C)C)C(=O)N(Cc4cn(CCC5OCCO5)nn4)CCS3(=O)=O)cc2)c1OC (centres undefined)
    11.0% | 14.3% | -2.0 | -8.4% | . | . | i | i | .
O=C(CSc1ccc(-c2cccc([N+](=O)[O-])c2)nn1)NC1CCCC1
    9.7% | -0.1% | 1.0 | 8.3% | -4.3% | -0.1% | i | i | -4.0%
Cc1ccc(-c2csc(C(O)(c3ccccc3)C(F)(F)F)n2)cc1C (centres undefined)
    ? | -1.1% | 1.0 | -96.7% | . | . | ? | i | .
O=C(Nc1cccc(Cc2ccccc2)c1)Nc1ccc2nc([C@@H]3O[C@H](CO)[C@@H](O)[C@H](O)[C@H]3O)[nH]c2c1
    2.4% | 0.1% | -1.4 | 5.3% | . | . | i | i | .
CC(=O)Oc1ccc(C(=O)Nc2ccccc2C(=O)N2CCCCC2)cc1
    0.1% | -0.1% | -0.9 | -10.8% | -7.4% | 1.0% | i | i | 0.5%
COc1ccc(C(C(=O)NCc2ccccc2)N(C(=O)c2snc(C(N)=O)c2N)c2ccccc2OC)cc1 (centres undefined)
    17.6% | 0.8% | 1.4 | 2.8% | ? | 2.6% | i | i | -19.1%
CCN1C(=O)c2ccccc2S(=O)(=O)c2ccc(C(=O)NCc3ccccc3Cl)cc21
    -23.9% | -0.4% | . | -23.8% | -8.6% | 8.4% | i | . | .
CC(=O)NCC(=O)NC1CCCc2c1cnn2-c1ccccc1F (centres undefined)
    -17.2% | -0.1% | 1.4 | -27.7% | 19.1% | 9.5% | i | i | -17.3%
CCCCNC(=O)C1CCN(c2nc(OC)nc(OC)n2)CC1
    -3.2% | 0.2% | 0.5 | -3.1% | -28.0% | 9.7% | i | i | -1.2%
Cc1ccc(C(=O)NCC(=O)NCCSc2ccc(Br)cc2)cc1
    -4.1% | 0.1% | -0.6 | 8.0% | -1.5% | 0.3% | i | i | -3.4%
COCCCNc1nc2c(c(=O)n(Cc3ccc(F)cc3)c(=O)n2C)n1C
    5.4%&13.3% | -0.4%&1.5% | 1.9 | 7.5%&-3.0% | -12.0%&-14.4% | -6.4%&3.5% | i | i | 1.9%
CCOC(=O)C1CCN(C(=O)c2cc(-c3ccncc3)nc3ccccc23)CC1
    19.9% | 4.0% | 1.5 | -21.7% | -8.7% | 6.0% | i | i | 1.3%
COc1ccc(CN(C)C(=O)[C@H]2O[C@@H](n3cnc4c(N)ncnc43)[C@H](O)[C@@H]2O)cc1OC
    ? | -0.3% | -0.7 | -7.8% | . | . | i | i | .
CC(NC(=O)COc1cccc(Br)c1)C(=O)O (centres undefined)
    -14.1% | -0.2% | -0.7 | 1.1% | -12.2% | 1.2% | i | i | 0.3%
C=C(C)Cn1c(C)cc(C)c(S(=O)(=O)c2ccccc2C)c1=O
    -18.8% | 0.4% | 1.8 | 12.8% | . | 4.4% | i | i | 0.2%
Cc1ccc(CNC(=O)CCS(=O)(=O)c2cccc3nsnc23)cc1
    7.1% | 0.0% | -3.6 | 8.7% | 1.0% | -3.8% | i | i | -1.1%
Cc1ccc(CN2CCN(Cc3cn(C)nc3-c3ccccc3)CC2CCO)o1 (centres undefined)
    17.1% | -0.1% | -0.8 | 12.6% | -3.3% | 1.0% | i | i | 0.7%
Cc1ccsc1/C=N/NC(=O)c1ccc(Cn2cc(Br)cn2)o1
    -7.6% | 4.1% | 0.0 | 3.3% | ? | -3.0% | i | i | -1.2%
